High-throughput results as filed in PubChem BioAssay.
LDHA block = inhibitors of human lactate dehydrogenase A; AID 1347041; purified LDHA, NADH/diaphorase-resazurin fluorescence; stronger effect = lower value; activity change, % (values are at about 110 or 230 µM); actives 0.15% (n = 480,000); P00338; in the data active = activity change below about -30%;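 also: plate controls were DMSO wells for no effect and wells without enzyme for full effect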
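Human LDH5 (2 nM) was incubated with 0.06 mM NADH and 0.2 mM pyruvate for 5 min at room temperature in Tris pH 7.4. Remaining NADH was coupled through diaphorase/resazurin, and resorufin fluorescence was read at 0 and 20 min.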
GRP78 ERSR act = ER stress response induction in glioma; AID 602332; Potency, µM, without a hit: at the highest dose activation, actives largely listed as activators; U87-MG GRP78 promoter luciferase reporter, 16 h; actives 0.02% (n = 420,000); also: potency is read from the fitted curve at half-maximal effect; series mostly up to about 76 µM; % of control where 0% means no effect; nearly all actives have a fitted effect of over 35% in size
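Stably transfected U87-MG glioma cells carrying a GRP78-based luciferase sensor; 16 h compound incubation. Luminescence end-point read 10 min after Bright-Glo addition at room temperature.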
IDH1 R132H inh = human IDH1 R132H inhibition | O75874 | IDH1-R132H enzyme, NADPH consumption, diaphorase/resazurin fluorescence | Potency, µM (doses to about 76.6 µM), inactives show at the top dose activity change, negative = inhibition, most hits filed as inhibitors | actives 0.093% (n = 390,000) | AID 602179; also: potency is read from the fitted curve at half-maximal effect; % is scaled to controls: 0 for no effect and ±100 for the full control effect; nearly all actives have a fitted effect of over 65% in size
Target sequence (O75874 whole entry R132H, stated change not applied): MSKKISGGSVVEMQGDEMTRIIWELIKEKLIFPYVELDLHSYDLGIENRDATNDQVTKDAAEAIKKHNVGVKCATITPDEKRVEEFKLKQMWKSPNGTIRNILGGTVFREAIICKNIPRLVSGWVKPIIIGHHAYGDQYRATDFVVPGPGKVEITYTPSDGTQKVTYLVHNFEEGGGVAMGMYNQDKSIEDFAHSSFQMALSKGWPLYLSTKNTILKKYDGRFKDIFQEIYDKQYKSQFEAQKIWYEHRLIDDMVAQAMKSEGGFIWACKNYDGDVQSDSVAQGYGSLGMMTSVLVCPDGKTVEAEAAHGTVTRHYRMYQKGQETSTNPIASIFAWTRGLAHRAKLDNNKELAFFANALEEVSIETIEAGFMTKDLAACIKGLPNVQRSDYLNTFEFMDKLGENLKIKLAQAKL
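IDH1-R132H (0.5 ug/mL dispensed) in pH 7.5 Tris buffer was preincubated 30 min with compound, then given a substrate mix of 0.016 mM NADPH and 2 mM alpha-KG for 80 min at room temperature; remaining NADPH was read by diaphorase/resazurin fluorescence.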
RGS4 inh = human RGS4 inhibition | P49798 | Transcreener GDP fluorescence polarization, RGS4-accelerated GTP hydrolysis | Potency, µM (doses to about 114 µM), for the others: at the top dose activity change, negative = inhibition, usual class: inhibitors | actives 0.039% (n = 390,000) | AID 504845; also: potency is read from the fitted curve at half-maximal effect; % is scaled to controls: 0 for no effect and ±100 for the full control effect; nearly all actives have a fitted effect of over 75% in size; some results filed as inactive show a strong effect at the top dose
Target sequence (P49798 whole entry, looked up): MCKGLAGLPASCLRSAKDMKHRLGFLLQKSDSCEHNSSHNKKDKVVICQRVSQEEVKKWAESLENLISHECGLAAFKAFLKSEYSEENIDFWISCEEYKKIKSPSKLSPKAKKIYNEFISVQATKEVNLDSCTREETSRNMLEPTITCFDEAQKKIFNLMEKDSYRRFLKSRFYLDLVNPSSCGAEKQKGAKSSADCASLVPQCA
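MLSMR compounds (23 nl, pin-transferred) preincubated 10 min at room temperature with a 500nM (2x) first reagent, then RGS4 at 900nM (2x) plus Transcreener GDP mix added; fluorescence polarization (620/688 nm) read before and after 90 min at 30 °C.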
TrxR1 substrate = substrates of rat thioredoxin reductase 1; purified TrxR1 substrate turnover, NADPH consumption readout; Potency, µM (top dose mostly 114 µM), inactives show at the highest dose activity change, negative = substrate turnover; AID 588456; actives 0.01% (n = 390,000); O89049; also: potency is read from the fitted curve at half-maximal effect; % is scaled to controls: 0 for no effect and ±100 for the full control effect; nearly all actives have a fitted effect of over 50% in size
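Rat TrxR1, dispensed at 90 nM, was prereduced with 400 uM NADPH (final) for 5 min at ~22 deg C, then incubated with compound 15 min before 400 uM selenite. A first-read NADPH fluorescence drop versus no-compound background flagged substrates.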
TrxR1 inh = rat TrxR1 inhibition; actives 1% (n = 390,000); O89049; Potency, µM (top dose mostly 114 µM), for inactives: at the highest dose activity change, negative = inhibition, actives largely listed as inhibitors; recombinant rTrxR1, NADPH fluorescence consumption, selenite substrate; AID 588453; also: potency is read from the fitted curve at half-maximal effect; % is scaled to controls: 0 for no effect and ±100 for the full control effect; nearly all actives have a fitted effect of over 65% in size
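Rat TrxR1 (90 nM in the dispensed reagent) was pre-reduced with 400 uM NADPH for 5 min at room temperature, then incubated with compound for 15 min. After 400 uM selenite was added, NADPH fluorescence (Ex 340/Em 450 nm) was followed for 8 min.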
Vif-APOBEC3F blk = inhibitors of Vif-A3F interaction; HeLa A3F-eYFP + Vif (tagged APOBEC3F with the HIV-1 protein that degrades it), YFP fluorescence increase; Potency, µM (series often up to 46.1 µM), without a hit: at the highest dose activity, negative = active; actives 0.2% (n = 390,000); AID 602313; also: potency is read from the fitted curve at half-maximal effect; % of control where 0% means no effect; nearly all actives have a fitted effect of over 65% in size
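Fluorescence increase (Ex 488/Em 500-530) after overnight compound treatment at 37 deg C flags inhibition of Vif-driven A3F-eYFP loss in stable HeLa A3F-eYFP/Vif cells seeded overnight beforehand.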
USP1 inh = blocks the human USP1/UAF1 deubiquitinase complex | O94782 | recombinant USP1/UAF1, Ub-Rhodamine cleavage fluorescence | Potency, µM (doses to about 57.1 µM), without a hit: top-dose activity change, negative = inhibition, actives largely listed as inhibitors | actives 0.23% (n = 390,000) | AID 743255; also: potency is read from the fitted curve at half-maximal effect; % is scaled to controls: 0 for no effect and ±100 for the full control effect; nearly all actives have a fitted effect of over 60% in size; inactives centre near -12
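1 nM enzyme complex + cpd, 15 min RT; start with Ub-Rho 150nM final; kinetic fluorescence ex 480/em 540, 6 reads q60 s. Buffer 50mM HEPES pH 7.8, 0.5mM EDTA, 0.1 mg/ml BSA, 1mM TCEP, 0.01% Tween-20.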
Vif-APOBEC3G blk = inhibitors of Vif-APOBEC3G interaction | actives 0.076% (n = 410,000) | HeLa A3G-eYFP + Vif (tagged APOBEC3G with the HIV-1 protein that degrades it), YFP fluorescence, overnight | Q9HC16 | AID 602310 | Potency, µM (highest dose often 46.1 µM), for the others: at the highest dose activity, negative = active, actives largely listed as inhibitors;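 also: potency is read from the fitted curve at half-maximal effect; % is scaled to controls: 0 for no effect and ±100 for the full control effect; nearly all actives have a fitted effect of over 60% in size; hits raise eYFP signal because A3G escapes Vif-driven loss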
Target sequence (Q9HC16 whole entry, looked up): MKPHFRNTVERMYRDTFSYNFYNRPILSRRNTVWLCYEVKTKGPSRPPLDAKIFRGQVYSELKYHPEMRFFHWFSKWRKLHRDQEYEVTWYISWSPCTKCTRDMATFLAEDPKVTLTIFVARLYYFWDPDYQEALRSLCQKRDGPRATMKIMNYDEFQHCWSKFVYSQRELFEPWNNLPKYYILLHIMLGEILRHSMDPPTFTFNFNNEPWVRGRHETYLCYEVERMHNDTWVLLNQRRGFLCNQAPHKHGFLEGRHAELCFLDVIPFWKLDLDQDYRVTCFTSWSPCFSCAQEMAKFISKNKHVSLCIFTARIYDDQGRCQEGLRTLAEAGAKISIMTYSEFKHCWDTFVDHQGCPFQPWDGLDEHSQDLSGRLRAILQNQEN
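HeLa cells stably expressing Vif and C-terminally eYFP-tagged A3G, seeded overnight at 37 deg C, then exposed to compound by pintool overnight at 37 deg C. Rise in yellow fluorescence (Ex 488/Em 500-530, Acumen) marks blocked Vif-driven A3G degradation.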
Starred values were filed as active, the others as inactive; & = joins results of further samples; [ ] = dose if it differs, or a comment. Unless noted, calls follow the shape of the dose curve; as a rule, active = well fitted curve in the direction sought with a large enough effect; inconclusive = small, poorly fitted or top-dose-only effect, or another doubt; inactive = no such curve, though single readings can be large; an effect the other way counts as inactive or inconclusive. A portion of the library (hit frequency here may not be typical).

structure | USP1 inh | Vif-APOBEC3F blk | Vif-APOBEC3G blk | IDH1 R132H inh | LDHA block | TrxR1 substrate | TrxR1 inh | RGS4 inh | GRP78 ERSR act
COc1cccc(CN(C)C(=O)CCNC(=O)c2ccc(Br)cc2)c1 | 1% | -21% | 0% | 1% | 4 | -12% | -18% | 21% | -3%
CCCN(C(=O)c1cc2c(=O)[nH]c3ccc(C)cc3c2s1)c1ccc(CC)cc1 | -6% | -8% | 3% | -3% | -6 | 10% | 18% | 4% | -1%
O=[N+]([O-])c1ccn(-c2nc(-c3ccccc3)cc(C(F)(F)F)n2)n1 | -15% | 13% | -2% | -2% | -10 | -1% | 6% | 9% | -3%
CCn1ccc(C(=O)Nc2cccc(Cl)c2)n1 | -17% | 3% | -9% | 0% | -14 | -7% | -5% | 5% | -1%
CCCCNC(=O)N1CCCC(C(=O)c2cc(C)c(OC)c(C)c2)C1 (stereo unspecified) | 0% | -3% | 2% | 3% | -3 | 8%[57.1 µM] | 37%[activator][57.1 µM] | 31% | -5%
Cc1ccc(S(=O)(=O)NC(=O)c2cc(C)n(CC(c3ccccc3)N(C)C)c2C)cc1 (stereo unspecified) | 10% | -3% | 0% | -4% | -6 | -6% | -4%[57.1 µM] | -4% | -3%
Cc1ccc(SCc2cn3c(C)csc3n2)cc1 | -14% | -1% | -8% | 0% | 6 | 14% | 25% | 9% | -6%
C=CCn1cnc2c(nnn2Cc2ccc(F)cc2)c1=O | -18% | 1% | 4% | 9% | -3 | 3% | 17% | -15% | -3%
COCC(=O)Nc1c(C(=O)N2CCCC2)oc2ccccc12 | -25% | -5% | 0% | -3% | -6 | -8% | 14%[57.1 µM] | 13% | 0%
O=C(O)c1ccc(/C=N/Nc2ccc(F)cc2F)cc1 | -15% | 1% | -9% | -4% | -9 | -8% | 4%[57.1 µM] | -3% | -10%
CN(C(=O)COC(=O)c1ccc(Cl)c(S(=O)(=O)N2CCCCC2)c1)C1(C#N)CCCCC1 | -18% | 2% | -2% | 1% | 2 | 9% | 38%[activator] | -22% | -4%
Cc1cc(C)cc(OCCn2ccnc2)c1 | -11% | -9% | 0% | -6% | -4 | -3% | 14% | 4% | -1%
COc1ccc(N2CC(NC(=O)c3ccc(OC(C)C)cc3)CC2=O)cc1 (stereo unspecified) | -24% | 5% | 8% | 4% | 1 | 4%[57.1 µM] | 15%[57.1 µM] | -23% | -1%
COc1cc(CNC(=O)c2ccc3nc(CCc4ccccc4)oc3c2)cc(OC)c1OC | -14% | 6% | 1% | -8% | -1 | -1%[57.1 µM] | 14%[57.1 µM] | -10% | -3%
CCn1c(NCCc2ccc(OC)c(OC)c2)nc2c1c(=O)n(C)c(=O)n2C | 2% | 6% | 2% | 7% | -8 | -6% | -9% | 17% | -2%
Cc1cc(C(=O)NC2CC(C)(C)Cc3c2cnn3-c2ccccc2)n[nH]1 (stereo unspecified) | -21% | 5% | -19% | -10% | -3 | 0% | 18% | 14% | 7%
O=C(NCc1cccs1)C1CCCN1S(=O)(=O)c1ccccc1F (stereo unspecified) | -13% | -3% | 0% | 0% | 5 | 3%[57.1 µM] | -10%[57.1 µM] | 18% | -6%
COc1ccccc1CN1CCN(Cc2ccco2)CC1 | -8% | -20% | 2% | 9% | -23 | 7%[57.1 µM] | 10%[57.1 µM] | -2% | -6%
O=C(CCSc1ccccc1)NC1CCCCCC1 | -10% | 5% | -1% | 1% | -12 | 5%[57.1 µM] | 12%[57.1 µM] | -1% | 3%
CCc1c(O)nc(SCC(=O)N2CCOCC2)n(-c2ccccc2)c1=O | 0% | -28% | 1% | 3% | -1 | 2% | 27% | 15% | -5%
Clc1ccc(OC2CCN(Cc3nc(CC4CC4)no3)CC2)cc1 | -10% | 7% | 10% | 12% | -4 | -7% | -12% | -3% | -1%
O=C(COC(=O)Cc1cccs1)Nc1cccc(S(=O)(=O)N2CCOCC2)c1 | -21% | 3% | -2% | 0% | -3 | 1%[57.1 µM] | 9%[57.1 µM] | -18% | 1%
Cn1c(=O)n(C)c2cc(NS(=O)(=O)c3ccc(F)cc3)ccc21 | -12%&-4% | -7%&-6% | -1%&3% | 4%&16% | 2&6 | -3%&-1% | 4%&-2% | 19%&12% | -4%&-2%
c1ccc(Cn2nnnc2CN2CCN(Cc3ccc4c(c3)OCO4)CC2)cc1 | 11% | 10% | -7% | 2% | -5 | 11%[57.1 µM] | 11%[57.1 µM] | 19% | -2%
CC(=O)N1CCN(S(=O)(=O)c2cccc(C(=O)NNC(=O)Cn3ccc(C(F)(F)F)n3)c2)CC1 | -5% | 0% | 0% | -13% | -13 | -10%[57.1 µM] | 4% | 7% | -2%
COc1ccc(/C=N/NC(=O)C(=O)Nc2ccccn2)cc1OC | -18% | 1% | -3% | -1% | -4 | -15% | -12% | -6% | 1%
CCCCOc1ccc(C(=O)NCCc2csc3nc(-c4ccccc4F)nn23)cc1 | -14% | 3% | 2% | 0% | -2 | -7%[57.1 µM] | 1%[57.1 µM] | -22% | -5%
COC(=O)CSc1ncnc2c1sc1nc3c(cc12)COC(C)(C)C3 | -5% | -13% | 1% | 1% | 5 | -3%[57.1 µM] | 12%[57.1 µM] | -10% | -11%
COCC(=O)Nc1ccc(-c2cn3cccnc3n2)cc1 | -12% | 1% | 1% | 2% | 0 | 939%[activator][57.1 µM] | 210%[activator][57.1 µM] | -19% | 6%
Cc1nn(-c2ccccc2)c(C)c1C(=O)OCC(=O)c1c(N)n(CC(C)C)c(=O)n(C)c1=O | -10% | 3% | 3% | 2% | 5 | -11% | -4% | -28% | -3%

Among those listed so far, these contain a thiophene ring, fused or not:
structure | USP1 inh | Vif-APOBEC3F blk | Vif-APOBEC3G blk | IDH1 R132H inh | LDHA block | TrxR1 substrate | TrxR1 inh | RGS4 inh | GRP78 ERSR act
CCCN(C(=O)c1cc2c(=O)[nH]c3ccc(C)cc3c2s1)c1ccc(CC)cc1 | -6% | -8% | 3% | -3% | -6 | 10% | 18% | 4% | -1%
O=C(NCc1cccs1)C1CCCN1S(=O)(=O)c1ccccc1F (stereo unspecified) | -13% | -3% | 0% | 0% | 5 | 3%[57.1 µM] | -10%[57.1 µM] | 18% | -6%
O=C(COC(=O)Cc1cccs1)Nc1cccc(S(=O)(=O)N2CCOCC2)c1 | -21% | 3% | -2% | 0% | -3 | 1%[57.1 µM] | 9%[57.1 µM] | -18% | 1%
COC(=O)CSc1ncnc2c1sc1nc3c(cc12)COC(C)(C)C3 | -5% | -13% | 1% | 1% | 5 | -3%[57.1 µM] | 12%[57.1 µM] | -10% | -11%

Next part
structure | USP1 inh | Vif-APOBEC3F blk | Vif-APOBEC3G blk | IDH1 R132H inh | LDHA block | TrxR1 substrate | TrxR1 inh | RGS4 inh | GRP78 ERSR act
Cn1nc(SCC(=O)O)sc1=S | -6% | -8% | 3% | 7% | 2 | -9% | -1% | 7% | -3%
CCCCNC(=O)c1ccccc1NS(=O)(=O)c1ccc2c(c1)OCCO2 | -10% | -6% | 1% | -3% | -17 | 8% | 10% | 16% | 1%
Cc1ccc(C(=O)OC(C)C(=O)NC(C)CCc2ccccc2)o1 (stereo unspecified) | -22% | 7% | 3% | -9% | -8 | -3% | -1% | 4% | -4%
O=C(c1ccccc1)c1cccn1CC(=O)N1CCN(c2ccc(F)cc2)CC1 | -5% | -3% | -2% | 15% | -2 | -2% | 8% | 11% | -1%
Cc1ccc(NC(=O)CSc2nc(C)c(Cc3ccccc3)c(=O)[nH]2)cc1C | -16%&3% | -12%&5% | 0%&4% | -7%&-25% | -7&-1 | 6%&-3% | 18%&8% | 3%&11% | 0%&-2%
Cc1cccc2cc(CN(Cc3ccco3)C(c3nnnn3CCc3ccccc3)C(C)C)c(=O)[nH]c12 (stereo unspecified) | -13% | -7% | -2% | 1% | -5 | 7%[57.1 µM] | 15%[57.1 µM] | -50% | 0%
COC(=O)c1cc2c(ccc3ccccc32)oc1=O | -12% | 1% | 3% | 9% | 4 | 585%[activator] | 99%[activator] | -5% | 1%
CC(C)Oc1cccc(C(=O)Nc2ncn[nH]2)c1 | -23% | 15% | -4% | -1% | -2 | 4% | 28% | -13% | 5%
CCOc1ccc(CNC(=O)CCn2c(=O)oc3ccccc32)cc1OC | -12% | 0% | 0% | 1% | -6 | 0% | -5% | 12% | 0%
O=C(O)C1CC=C(Cl)CC1C(=O)NCc1ccccc1 (stereo unspecified) | -16% | -2% | -2% | -1% | 0 | 3% | 7% | -4% | -3%
Cc1ccc(C)c(C(C)NC(=O)c2ccccc2Br)c1 (stereo unspecified) | -2% | 4% | 1% | 2% | -2 | -21% | -13% | -11% | 0%
